Screens as filed in PubChem.
uPA surface inh – inhibitors of cell surface uPA generation; cell surface uPA generation assay, qHTS; Potency, µM (series often up to 38.3 µM), without a hit: at the top dose activity change, negative = inhibition, usual class: inhibitors; 330,000 compounds, 0.31% hits; active means well fitted inhibition curve with a large enough effect; inconclusive means small, poorly fitted or top-dose-only effect; inactive means no such curve, though single readings can be large or run the other way; tested in mouse RAW 264.7 cells; further: on the % scale 0 is the no-effect control and ±100 the full control effect; nearly all actives have a fitted effect of over 55% in size
Gal4-VP16 FLuc – Gal4-VP16 reporter inhibition counter-screen; Drosophila S2 Gal4-VP16 UAS-luciferase, luminescence, 20 h; Potency, µM (series often up to 53.6 µM), for inactives: at the top dose activity, negative = inhibition, actives largely listed as inhibitors; 310,000 compounds, 3.5% hits;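 further: Gal4-VP16 expression switched on by copper sulfate through the metallothionein promoter; on the % scale 0 is the no-effect control and ±100 the full control effect; nearly all actives have a fitted effect of over 50% in size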
MBNL1-CUG inh – blocks human MBNL1 binding to CUG repeat RNA. Q9NR56. Potency, µM (titrated, usually from 57.5 µM), inactives show at the highest dose activity change, negative = inhibition, most hits filed as inhibitors. AID 2675. 280,000 compounds, 0.036% hits. TR-FRET MBNL1-His/biotin-(CUG)12 binding, 665/545 ratio; active means well fitted inhibition curve with a large enough effect in the signal ratio, with a control signal flat, not every such curve was filed as active; inconclusive means small, poorly fitted or top-dose-only effect, or effect the other way, or a change in a side signal; inactive means no such curve, though single readings can be large or run the other way; the % refers to the signal ratio; further: on the % scale 0 is the no-effect control and ±100 the full control effect
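TR-FRET readout: Ex 340 nm, 665/545 nm emission ratio, normalized to buffer-only (basal) and MBNL1-(CUG)12 controls. Complex of MBNL1-His with Biotin-(CUG)12, compounds 92 nM–58 uM, incubated 60 min at room temperature.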
p53 reactivation – mutant p53 re-activation in reporter cells; H1299 p53-A138V BP100-luciferase reporter, luminescence, 24 h; Potency, µM (top dose mostly 92.2 µM), without a hit: top-dose activity change, positive = activation, hits mostly activators; 320,000 compounds, 0.063% hits; further: % of control where 0% means no effect; nearly all actives have a fitted effect of over 45% in size
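p53-null H1299 cells stably carrying temperature-sensitive p53-A138V and a BP100-luciferase reporter were pinned with compounds (4-point, 1:5 series) and held 24 hrs at 37 deg C. Luminescence was read 10 min after detection reagent.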
FLuc counter – inhibits or activates purified firefly luciferase, miR-21 counter-screen; purified FLuc, Km substrates, luminescence inhibition; Potency, µM (doses to about 57.5 µM), for inactives: at the top dose activity change, negative = inhibition, actives largely listed as inhibitors; 360,000 compounds, 6.9% hits;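 further: plate controls were vehicle for no effect and reference inhibitor for full effect; nearly all actives have a fitted effect of over 55% in size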
Target sequence (P08659 whole entry, looked up): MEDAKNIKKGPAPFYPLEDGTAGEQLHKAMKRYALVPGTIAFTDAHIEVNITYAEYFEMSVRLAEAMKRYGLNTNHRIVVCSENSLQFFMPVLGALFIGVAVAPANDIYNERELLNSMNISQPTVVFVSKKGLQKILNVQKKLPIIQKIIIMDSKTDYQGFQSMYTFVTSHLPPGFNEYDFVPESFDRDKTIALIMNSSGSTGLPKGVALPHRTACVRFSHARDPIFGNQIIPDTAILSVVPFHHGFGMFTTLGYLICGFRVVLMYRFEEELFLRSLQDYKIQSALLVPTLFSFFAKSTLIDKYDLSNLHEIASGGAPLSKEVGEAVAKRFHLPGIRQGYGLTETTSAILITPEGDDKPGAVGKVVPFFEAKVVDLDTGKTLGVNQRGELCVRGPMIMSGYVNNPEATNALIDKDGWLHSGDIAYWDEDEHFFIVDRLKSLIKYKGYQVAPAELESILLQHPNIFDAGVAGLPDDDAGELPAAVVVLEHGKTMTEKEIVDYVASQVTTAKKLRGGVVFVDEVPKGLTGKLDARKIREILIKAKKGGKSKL
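Purified P. pyralis luciferase (10nM final) with 10uM D-luciferin and 10uM ATP (Km levels) in 50mM Tris acetate pH 7.5, 10mM Mg acetate, 0.01% Tween-20, 0.05% BSA; qHTS 6-point titration, ~60 µM downward; luminescence read.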
RORgamma inh – blocks mouse ROR gamma transcriptional activity; P51450; Drosophila S2 Gal4-RORgamma UAS-luciferase reporter, 20 h; Potency, µM (doses to about 53.6 µM), for inactives: top-dose activity change, negative = inhibition, actives largely listed as inhibitors; 310,000 compounds, 5.4% hits; AID 2551; further: on the % scale 0 is the no-effect control and ±100 the full control effect; nearly all actives have a fitted effect of over 60% in size
Target sequence (P51450 whole entry, looked up, the tested form may be a part): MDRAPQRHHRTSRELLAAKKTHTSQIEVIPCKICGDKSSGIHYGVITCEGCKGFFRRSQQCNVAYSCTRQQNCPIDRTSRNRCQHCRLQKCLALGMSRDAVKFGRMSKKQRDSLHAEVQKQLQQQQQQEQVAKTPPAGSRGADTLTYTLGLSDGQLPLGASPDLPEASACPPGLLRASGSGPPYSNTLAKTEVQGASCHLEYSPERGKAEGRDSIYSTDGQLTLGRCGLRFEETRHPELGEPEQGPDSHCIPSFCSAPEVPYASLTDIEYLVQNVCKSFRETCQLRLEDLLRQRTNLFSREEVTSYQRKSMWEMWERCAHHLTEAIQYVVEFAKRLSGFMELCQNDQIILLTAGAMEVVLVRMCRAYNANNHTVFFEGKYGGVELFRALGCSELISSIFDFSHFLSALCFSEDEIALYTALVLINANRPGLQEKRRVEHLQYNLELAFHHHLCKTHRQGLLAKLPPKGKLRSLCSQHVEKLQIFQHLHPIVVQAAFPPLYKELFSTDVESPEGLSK
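Compounds are pin-transferred onto Drosophila Schneider cells expressing a copper-inducible Gal4–ROR gamma transactivation domain fusion. After 1 hr, copper sulfate is added to 700 uM final; luciferase is read 20 hr later.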
NPC1 prom act – activators of NPC1 promoter; Huh7 NPC1 promoter luciferase reporter, 24 h; Potency, µM (top dose mostly 9.22 µM), for the others: at the highest dose activation, most hits filed as activators; 320,000 compounds, 2.4% hits;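 further: % of control where 0% means no effect; nearly all actives have a fitted effect of over 60% in size; reporter is driven by a mutant NPC1 promoter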
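Huh7 cells stably carrying NPC1 promoter–luciferase, plated in Opti-MEM with 10% FBS for 2 h, were exposed to compound in DMSO for 24 h at 37 °C; luciferase reagent was added for 10 min and luminescence read.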
BRCA1 expr act – increases BRCA1 expression | Potency, µM (series often up to 46.1 µM), inactives show at the top dose activation, usual class: activators | MCF7-BRCA1-FFLuc reporter, luminescence, 48 h; response scale: scaled: vehicle 0%, 10 µM genistein 100% | 380,000 compounds, 1.1% hits | AID 624202; further: nearly all actives have a fitted effect of over 80% in size; some results filed as inactive show a strong effect at the top dose
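Luminescence from a BRCA1-driven firefly luciferase in MCF7 cells was read after 48 h compound exposure at 37 C. Data normalized against DMSO and a 10microM genistein activation control, then curve-fitted across the titration.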
Rab9 promoter act – activators of Rab9 promoter; Huh7 Rab9 promoter-luciferase reporter, luminescence, 24 h; Potency, µM (doses to about 9.22 µM), for inactives: top-dose activation, negative = inhibition, hits mostly activators; 320,000 compounds, 2.8% hits; AID 485297; further: % of control where 0% means no effect; nearly all actives have a fitted effect of over 60% in size
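Huh7 cells stably carrying Rab9 promoter–luciferase reporter, plated 1500 cells/well, compound added after 2 h and incubated 24 h at 37 °C; luciferase luminescence then read after 10 min with detection reagent.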
ELG1 genotoxic – genotoxicity induction in ELG1-luciferase HEK293T cells; 330,000 compounds, 1.3% hits; AID 504466; HEK293T ELG1-luciferase reporter, luminescence, 16 h; Potency, µM (titrated, usually from 46 µM), for inactives: at the highest dose activity change, positive = activation, usual class: activators; further: % of control where 0% means no effect; nearly all actives have a fitted effect of over 60% in size
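After overnight (16 hr) compound treatment at 37 °C, ELG1-luciferase HEK293T cells were lysed with ONE-Glo; luminescence quantified 30 min later at room temperature.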
Active calls of the source: *; ? = inconclusive; nt = not tested or not shown; & = joins results of further samples; [ ] = another dose, or the depositor's remark. Unless noted, the call rests on the fitted dose curve; in most records, active means well fitted curve in the direction sought with a large enough effect; inconclusive means small, poorly fitted or top-dose-only effect, or another doubt; inactive means no such curve, though single readings can be large; an effect the other way counts as inactive or inconclusive. Potency means the concentration at half of the fitted maximal effect.

1: Cc1ccc(S(=O)(=O)c2c(N)n(CC3CCOC3)c3nc4ccccc4nc23)cc1 (stereo unspecified)
2: CSCC[C@H](NC(=O)C1CCN(S(=O)(=O)c2ccc(C)cc2)CC1)C(=O)NCC1CCCO1 (stereo partly specified)
3: O=C(CCc1ccccc1)NNC(=O)Nc1cccc(Cl)c1
4: CCS(=O)(=O)N1CCN(c2ccccc2F)CC1
5: C/C(=N/NC(=O)c1ccc(C)s1)c1cccc(NC(=O)COc2ccc(Cl)cc2C)c1
6: COc1ccc(NC(=O)CSc2n[nH]c(-c3ccco3)n2)cc1
7: COC(=O)CSc1nnc(CNC(=O)c2ccc(S(=O)(=O)N(C)C)cc2)n1C
8: c1ccc2c(Oc3ccc4c(c3)OCO4)nncc2c1
assay / compound	1	2	3	4	5	6	7	8
uPA surface inh	-4%	1%	5%	1%	6%	-19%	3%	-12%
Gal4-VP16 FLuc	0%	0%	-1%	7%	-6%	?	4%	?
MBNL1-CUG inh	13%	3%	0%	1%	-2%	-8%	5%	4%
p53 reactivation	-1%	4%	-11%	0%	2%	0%	8%	13%
FLuc counter	2%	4%	2%	-2%	5.4µM*	?	-1%	6µM*
RORgamma inh	37%	3%	-16%	19%	6%	?	-1%	?
NPC1 prom act	1%	6%	-3%	-3%	26%	1%	-4%	1.3µM*
BRCA1 expr act	-4%	0%	4%	12%	0%	-26%	-1%	?
Rab9 promoter act	-4%	3%	-3%	-8%	3%	-8%	-5%	0.63µM*
ELG1 genotoxic	-1%	0%	-13%	3%	7%	4%	1%	?

9: Cc1cc(S(=O)(=O)N2CCN(c3ccccn3)CC2)ccc1F
10: CCC1CCCCN1CCCNC(=O)CCCOc1cc(=O)n(C)c2ccccc12 (stereo unspecified)
11: COc1ccc(Nc2nc(-c3ccc(OC)cc3)c(CCC(=O)O)s2)cc1
12: COc1ccccc1/C=C/c1nc2ccc(OC(C)=O)cc2c(=O)o1
13: O=C(c1ccc(N2CCN(S(=O)(=O)c3ccccc3)CC2)c([N+](=O)[O-])c1)N1CCOCC1
14: O=C(Nc1ccc(Br)c2cccnc12)c1ccc(Cn2cc([N+](=O)[O-])cn2)o1
15: COc1ccc(/C=C2/C(=O)ON=C2C)cc1Cl
16: Cc1ccc(/C=N\NC(=O)c2csnn2)cc1
assay / compound	9	10	11	12	13	14	15	16
uPA surface inh	4%	-1%	-2%	3%	-6%	7%	0%	1%
Gal4-VP16 FLuc	-5%	16%	-7%	?	3%	0%	-25%	-6%
MBNL1-CUG inh	-2%	-3%	-8%	-7%	nt	-2%	3%	5%
p53 reactivation	-2%	7%	-4%	nt	?	20%	-2%	11%
FLuc counter	-4%	2%	?	?	1%	2%	?	3.8µM*
RORgamma inh	22%	-26%	?	?	35%[10 µM]	16%	-3%	-26%
NPC1 prom act	-1%	0%	-5%	-2%	-4%	10%	-5%	3.5µM*
BRCA1 expr act	-15%	-80%	-4%	-2%	-15%	-2%	-7%	?
Rab9 promoter act	-1%	1%	-8%	3%	-6%	4%	-5%	2.5µM*
ELG1 genotoxic	-4%	?	3%	1%	-8%	4%	3%	?

Looked up by compound from the list above, 5 records:
11: COc1ccc(Nc2nc(-c3ccc(OC)cc3)c(CCC(=O)O)s2)cc1
1: Cc1ccc(S(=O)(=O)c2c(N)n(CC3CCOC3)c3nc4ccccc4nc23)cc1 (stereo unspecified)
6: COc1ccc(NC(=O)CSc2n[nH]c(-c3ccco3)n2)cc1
3: O=C(CCc1ccccc1)NNC(=O)Nc1cccc(Cl)c1
9: Cc1cc(S(=O)(=O)N2CCN(c3ccccn3)CC2)ccc1F
assay / compound	11	1	6	3	9
uPA surface inh	-2%	-4%	-19%	5%	4%
Gal4-VP16 FLuc	-7%	0%	?	-1%	-5%
MBNL1-CUG inh	-8%	13%	-8%	0%	-2%
p53 reactivation	-4%	-1%	0%	-11%	-2%
FLuc counter	?	2%	?	2%	-4%
RORgamma inh	?	37%	?	-16%	22%
NPC1 prom act	-5%	1%	1%	-3%	-1%
BRCA1 expr act	-4%	-4%	-26%	4%	-15%
Rab9 promoter act	-8%	-4%	-8%	-3%	-1%
ELG1 genotoxic	3%	-1%	4%	-13%	-4%

The results go on:
17: O=C(CCS(=O)NCc1ccccc1)NCc1ccccc1 (stereo unspecified)
18: N=C1S/C(=C\c2ccccc2F)C(=O)N1c1ccc(F)cc1
19: CC1SC(c2cccc(Cl)c2)NC1=O (stereo unspecified)
20: Cc1cccc(C)c1NC(=O)C(C)N1CCCCC1 (stereo unspecified)
21: O=C(CSc1nnc(-c2ccco2)o1)c1ccccc1
22: COCC1CCN(C(=O)c2cc(COc3cncc(Cl)c3)on2)C1 (stereo unspecified)
23: Cc1ccc(C)c(NCCC#N)c1
24: O/N=C/c1ccccc1Oc1ccc(Cl)cc1
assay / compound	17	18	19	20	21	22	23	24
uPA surface inh	nt	19%	0%	-2%	0%	4%	2%	13%
Gal4-VP16 FLuc	-5%	-1%	0%	-10%	5%	-3%	-8%	-1%
MBNL1-CUG inh	-1%	-14%	-6%	-8%	14%	-12%	nt	10%
p53 reactivation	-3%	4%	-2%	-3%	?	8%	-4%	-1%
FLuc counter	-4%	1%	0%	-3%	?	0%	-7%	-6%
RORgamma inh	-14%	-18%	5%	2%	11%	2%	-7%	4%
NPC1 prom act	26%	0%	10%	0%	?	-2%	1%	-6%
BRCA1 expr act	nt	-7%	0%	-15%	0%	1%	-5%	-3%
Rab9 promoter act	20%	-3%	13%	26%	?	3%	-12%	-4%
ELG1 genotoxic	-5%	0%	-4%	0%	8%	-5%	-3%	-10%

25: Cc1csc(C(C#N)C(=O)c2ccncc2)n1 (stereo unspecified)
26: COC(=O)c1ccccc1NC(=O)c1cc2sccc2n1C
27: Cc1ccc([N+](=O)[O-])cc1N1C(=O)CS/C1=N\NC(=O)c1cccnc1
28: COc1ccc(C(=O)N/C(=C\c2cccc3ccccc23)C(=O)N2CCN(C)CC2)cc1OC
29: Cc1ccc(OCC(=O)Nc2ccc3c(c2)nc(CCN2CCC(C)CC2)n3C)cc1
30: CCN(CC)C(=O)c1sc2c(c1C)c(=O)n(-c1ccc(OC)cc1OC)c(=O)n2CC(=O)c1ccccc1
31: N/C(=N\OC(=O)c1ccccc1Cl)c1ccncc1
32: O=C(COC(=O)/C=C/c1ccc(S(=O)(=O)N2CCOCC2)cc1)NC1CCCCCCC1
assay / compound	25	26	27	28	29	30	31	32
uPA surface inh	4%	nt	14%	-4%	-3%	-2%	-5%	15%
Gal4-VP16 FLuc	-3%	-9%	4%	-8%	-6%	-9%	?	-3%
MBNL1-CUG inh	14%	67%[activator]	?	11%	-1%	-8%	-3%	11%
p53 reactivation	1%	9%	1%	-4%	-4%	-1%	-2%	2%
FLuc counter	0%	?	-2%	2%	-1%	-2%	?	0%
RORgamma inh	0%	-10%	-5%	-29%	-3%	1%	?	6%
NPC1 prom act	3%	-4%	-6%	-2%	0%	-2%	26%	-4%
BRCA1 expr act	19%	-58%	0%	9%	0%	3%	61%	-8%
Rab9 promoter act	-1%	11%	-7%	-3%	-10%	0%	4%	-9%
ELG1 genotoxic	1%	-1%	-1%	0%	-2%	7%	-15%	1%

33: COc1ccc(NC(=O)C2=CC(c3ccco3)=NS(=O)(=O)N2C)cc1
34: CCC(=O)N1CCN(c2ccc(Cl)cc2NC(=O)Cc2ccccc2)CC1
35: Cc1ccn2c(=O)nc(SCC(=O)c3ccc(Cl)cc3)nc2c1
36: CC(=O)c1ccccc1NC(=O)COC(=O)CN1C(=O)C2CCCCC2C1=O (stereo unspecified)
37: CC1CCCC(NC(=O)c2n[nH]c(=O)c3ccccc23)C1C (stereo unspecified)
38: COc1cc2ncnc(NCc3ccc4c(c3)OCO4)c2cc1OC
39: Cc1ccc(C)c(NC(=O)CSc2ccc(-c3ccco3)nn2)c1
40: COc1ccc(S(=O)(=O)NNC(=O)C2Cc3c(ccc4ccccc34)O2)cc1 (stereo unspecified)
41: O=C(Nc1ccccn1)c1ccc(Br)c(S(=O)(=O)N2CCCCC2)c1
assay / compound	33	34	35	36	37	38	39	40	41
uPA surface inh	-8%	7%	16%	-12%	2%	-14%	0%	-3%	0%
Gal4-VP16 FLuc	5%	14%	nt	nt	-7%	-10%	-11%	-20%	-4%
MBNL1-CUG inh	?	-2%	nt	nt	-6%	-13%	21%	6%	nt
p53 reactivation	nt	-3%	0%	-11%	26%	-7%	7%	-6%	-5%
FLuc counter	5%&-7%	-1%	-14%	-3%	?	-4%	-1%	0%	2%
RORgamma inh	11%	33%	nt	nt	17%	4%	-7%	?	21%
NPC1 prom act	-4%	15%	0%	11%	25%	-6%	2%	-3%	1%
BRCA1 expr act	0%	-10%	-14%	0%	11µM*	-2%	7%	-62%	-17%
Rab9 promoter act	16%	-3%	2%	10%	22%	0%	-6%	-9%	-5%
ELG1 genotoxic	16%	0%	?	0%	?	1%	0%	-6%	-5%
